Source: PubChem (several laboratories)
CF NFkB block: blocks PAF-induced NF-kB reporter in cystic fibrosis cells. KKLEB NF-kB-GFP reporter, GFP fluorescence overnight. inhibition, % at 5 µM. 360,000 compounds, 0.86% hits;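 active = at least 50% inhibition at 5 µM, scaled per plate between neutral and stimulator controls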;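 note: PAF is a Pseudomonas aeruginosa culture filtrate used as stimulus; plate controls were PAF-stimulated DMSO wells for no effect and unstimulated DMSO wells for full effect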
CaV13 ICDI inh: Disruptors of the CACNA1D IQ motif to Ca2+-dependent inactivation inhibitor domain association, primary screening, Förster resonance energy transfer in intact living … | 340,000 compounds, 0.098% hits | HEK cells, CFP/YFP FRET ICDI-IQ, plate reader, 10 min; percent FRET-ratio fall versus neutral wells | AID 743397 | inhibition, % at 12.3 µM;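 active = mean replicate inhibition of at least 30% and at least 1% of replicates passing that level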;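 note: 0% = median of the neutral control wells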
NR2E3 ag-1: agonists of human nuclear receptor NR2E3; Q9Y5X4; AID 2300; GST-NR2E3/biotin-RetCOR TR-FRET, 1536-well; 320,000 compounds, 0.12% hits; inhibition of corepressor binding, % at 4.78 µM;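 active = percent inhibition above the cutoff of mean plus 3 SD of all tested compounds, set per screening campaign, cut at about 20% in these data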;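 note: 0% = DMSO wells and 100% = biotin wells as full block of FRET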
Target sequence (Q9Y5X4 whole entry, looked up): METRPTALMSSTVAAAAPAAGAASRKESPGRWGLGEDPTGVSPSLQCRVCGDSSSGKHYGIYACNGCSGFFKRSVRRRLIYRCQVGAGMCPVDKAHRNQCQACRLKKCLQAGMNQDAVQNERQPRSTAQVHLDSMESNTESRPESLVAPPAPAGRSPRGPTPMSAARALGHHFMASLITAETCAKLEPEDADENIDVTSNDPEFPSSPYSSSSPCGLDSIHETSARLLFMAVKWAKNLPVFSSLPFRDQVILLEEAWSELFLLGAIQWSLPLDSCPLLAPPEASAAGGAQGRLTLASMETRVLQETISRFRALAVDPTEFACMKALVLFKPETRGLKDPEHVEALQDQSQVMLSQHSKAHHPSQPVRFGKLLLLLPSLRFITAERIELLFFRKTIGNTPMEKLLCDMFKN
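Test system – NR2E3–RetCOR corepressor complex · Quantity – NR2E3 fusion 1.35 nM · Buffer or medium – Tris pH 7.5 · Incubation – Compound–protein incubation for 5 h at 4 °C · Technique – TR-FRET, Eu(K)-anti-GST donor, streptavidin-D2 acceptor, ex 340, em 617/671 nm · Evaluation – percent inhibition of 671/617 nm emission ratio versus biotin and DMSO controls · Plate – 1536-well format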
HIF-2a inh: HIF-2a inhibition; 786-0 RCC cells HIF-2a reporter, luciferase luminescence, overnight; inhibition, % at 18.8 µM; 360,000 compounds, 0.72% hits; AID 624352;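 active = inhibition of the luminescence signal of 40% or more relative to plate controls, in a single-dose primary screen at 18.75 µM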
PDI turbidity: PDI (human) enzyme inhibition. AID 588391. inhibition, % at 10 µM. P07237. PDI insulin aggregation turbidity, A650, 90 min. 350,000 compounds, 0.052% hits;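 active = mean inhibition across replicates of 30% or more, whatever share of single replicates reach that level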;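 note: absorbance from insulin aggregation driven by PDI reduction with DTT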
Target sequence (P07237 whole entry, looked up): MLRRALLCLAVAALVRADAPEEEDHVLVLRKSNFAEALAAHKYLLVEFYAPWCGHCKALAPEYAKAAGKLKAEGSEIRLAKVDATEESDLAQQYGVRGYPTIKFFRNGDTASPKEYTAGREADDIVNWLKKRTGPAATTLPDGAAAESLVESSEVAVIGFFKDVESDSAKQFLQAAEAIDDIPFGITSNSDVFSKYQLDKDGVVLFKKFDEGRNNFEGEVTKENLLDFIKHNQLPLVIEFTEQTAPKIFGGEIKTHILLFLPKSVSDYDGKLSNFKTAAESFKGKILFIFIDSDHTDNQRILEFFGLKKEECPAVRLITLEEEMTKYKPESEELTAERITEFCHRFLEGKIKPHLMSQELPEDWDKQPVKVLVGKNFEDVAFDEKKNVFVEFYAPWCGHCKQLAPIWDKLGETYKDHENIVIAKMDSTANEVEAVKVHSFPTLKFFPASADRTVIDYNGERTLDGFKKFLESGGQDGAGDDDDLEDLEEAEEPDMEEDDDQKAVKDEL
Vif imaging: HIV Vif inhibition; HEK293T cells, Vif self-association by quenched fluorescence, imaging, 24 h; inhibition, % at 7.49 µM; 340,000 compounds, 0.35% hits; AID 602346; in the data active = inhibition above about 50%, passing the limit was not always enough; note: some results filed as inactive read as strong as hits
KKLEB tox: reduces viability of KKLEB cystic fibrosis airway cells. KKLEB CF airway cells viability, ATPlite luminescence, overnight; hits give low values; cells stimulated with P. aeruginosa culture filtrate. activity change (cytotoxicity), % at 5 µM. 360,000 compounds, 0.36% hits. AID 602141;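 active = corrected activity change at or below -50% at 5 µM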
NR2E3 ag-2: agonists of human NR2E3 nuclear receptor | CHO-S Gal4-NCOR/VP16-NR2E3 two-hybrid, luciferase | inhibition of corepressor binding, % at 3.98 µM | 360,000 compounds, 0.35% hits | Q9Y5X4 | AID 602229;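 active = inhibition above the mean of all tested compounds plus 3 SD, cut at about 70% in these data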;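 note: 0% = DMSO with NR2E3 transfected cells and 100% = cells lacking NR2E3 construct; higher means lower luciferase signal from less NR2E3 corepressor binding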
Peg3 promoter: Peg3 promoter activity inhibition | AID 588405 | 360,000 compounds, 1.7% hits | inhibition, % at 20 µM | HeLa PEG-Prom luciferase reporter, luminescence, overnight;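 active = inhibition of at least 50% at 20 µM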
Shn3 inh set2: reduces Shn3 3'UTR luciferase signal in osteoblasts | 360,000 compounds, 0.52% hits | AID 588674 | inhibition, % at 12.5 µM | Clone20 osteoblast Shn3 3'UTR firefly luciferase, 24 h;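 active = mean inhibition of at least 75% with every replicate also reaching 75%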;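 note: 0% = median of neutral control wells and 100% = pilot-screen positive control compound; some compounds past the cut are filed as inactive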
TRPM1 prom inh: reduces MITF-dependent TRPM1 promoter luciferase signal; SK-MEL-5 TRPM1 promoter luciferase, 24 h; inhibition, % at 12.5 µM; 330,000 compounds, 0.83% hits; AID 488899;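 active = mean inhibition across replicates of 60% or more, whatever share of single replicates reaches that level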; note: values of inactives mirror those of a sister screen read the other way
* marks the source's active call; other numbers are inactive results; . = not tested or not shown.

SMILES	CF NFkB block	CaV13 ICDI inh	NR2E3 ag-1	HIF-2a inh	PDI turbidity	Vif imaging	KKLEB tox	NR2E3 ag-2	Peg3 promoter	Shn3 inh set2	TRPM1 prom inh
CCc1ccccc1NC(=O)CN(C)C(=O)CSc1nnc(Nc2cccc(C)c2)s1	-21	-5	-1	-19	3	-10	11	-2	0	4	-12
O=C(O)c1cnc2[nH]c3ccccc3n2c1=O	1	-5	4	8	5	3	3	1	6	1	7
CCCCCC(C(=O)O)C(C)CC(=O)NC1CCCCC1 (stereo not drawn)	3	.	0	7	6	-6	4	-1	17	-24	8
COc1ccc(-n2nc(C(=O)NCC(=O)N3CCCC3)c3ccccc3c2=O)cc1	-13	-3	0	-24	1	1	4	-26	-18	-17	-8
COc1ccc(Cl)cc1C(=O)Nc1cccc(-c2ccc3nncn3n2)c1	2	-2	-164	-24	0	-8	-6	20	1	5	-10
O=C(CC(Sc1ccc(Br)cc1)C(=O)O)c1ccc(F)cc1 (stereo not drawn)	-11	-4	0	-7	11	-11	3	-11	0	11	7
O=C(O)c1ccc(/C=N/n2cc(-c3ccccc3)[nH]c2=S)cc1	-4	-4	-2	-7	-5	-6	-8	-8	13	-7	7
Cc1ccc(-c2nnc(SCC(=O)Nc3ccccc3N3CCOCC3)o2)cc1	-4	-6	.	-80	-5	-16	9	-56	-85	-14	-21
COc1ccc(C2C(C(=O)Nc3cc(OC)c(OC)c(OC)c3)c3ccccc3C(=O)N2C)cc1OC (stereo not drawn)	6	-3	-1	16	3	3	1	13	7	2	-17
CSc1nnc(-c2ccncc2)n1CCCN1CCCC1=O	19	-4	3	-5	14	0	-4	31	4	2	2
O=C(NCc1n[nH]c(=S)n1-c1ccc(Br)cc1)c1ccc(S(=O)(=O)N2CCCC2)cc1	2	-3	-2	4	15	1	-1	2	-2	1	-1
Cc1ccc(CN2CCN(Cc3cnn(-c4ccc(Cl)cc4)c3)CC2CCO)o1 (stereo not drawn)	-3	-6	2	1	-2	-9	-20	10	12	-33	3
CC1=C(C(=O)Nc2ccccc2Cl)C(c2ccc(N(C)C)cc2)NC(=O)N1 (stereo not drawn)	-9	.	2	13	-3	8	9	-3	3	-6	-12
Cc1nn(C)c(Cl)c1NC(=O)OCc1ccccc1	-13	-4	1	-9	-4	-1	-5	-11	0	12	0
COc1cccc(COCC(O)CN2CCC(C(N)=O)CC2)c1 (stereo not drawn)	-1	-3	-1	4	14	-3	12	-5	13	-1	6
Cc1ccc2sc(NC(=O)CN3C(=O)CCC3=O)nc2c1C	33	-6	0	-4	7	1	-29	21	-1	6	-7
Cc1ccc([N+](=O)[O-])cc1NC(=O)c1cccnc1	-12	-2	0	17	-12	-6	-2	-7	15	-5	.
CCc1cc(C(=O)c2ccc(OC)cc2)c(NC(=O)COCC(=O)O)s1	-4	-4	-4	19	0	-3	3	-37	-1	-19	11
O=C(CN1C(=O)CSc2ncccc21)NCCN1CCOCC1	-4	2	0	3	-8	1	-6	-29	-11	-10	-3
COc1ccc(S(=O)(=O)N(C)C[C@H]2Oc3c(NC(=O)C4CCCCC4)cccc3C(=O)N([C@H](C)CO)C[C@@H]2C)cc1	-19	-12	.	-9	1	-4	-8	14	9	5	15
CC1CCCC(C)N1C(=O)CN1CCN(c2nc(-c3ccc(F)cc3)cs2)CC1 (stereo not drawn)	1	-4	4	19	4	-21	0	18	31	79	9
Cc1ccccc1NC(=O)c1ccccc1NC(=O)c1ccccc1F	-3	-5	.	-11	5	-4	-4	22	4	-11	4
COC(=O)c1cc(Cl)c(NC(=O)c2ccc(F)cc2)cc1OC	-6	-13	-1	-5	-6	4	2	18	-12	-2	-15
Cc1nc2cc(C(F)(F)F)ccc2n1C1CCN(CC(=O)NC(C)(C)C)CC1	-2	.	3	20	-14	-11	-5	-18	5	15	4
Cc1ccc(C)c2[nH]c(=O)c(C(c3nnnn3Cc3ccccc3)N3CCc4ccccc4C3)cc12 (stereo not drawn)	1	-6	1	-2	17	-1	-13	-3	10	-32	12
O=C(C(=O)N1CCOCC1)c1c[nH]c2ccccc12	1	14	1	10	3	-15	8	-7	1	3	-1
CC(=O)Nc1ccc(NC(=O)C2CCN(S(C)(=O)=O)CC2)cc1	-9	-9	.	12	-13	-3	9	-22	6	1	.
Cn1cnnc1SCC(=O)Nc1ccc(OCc2ccccc2)cc1	2	-6	0	-170	-3	13	1	-37	-106	-64	-33
Cc1cccc(C(=O)NC(=S)NNC(=O)c2cccs2)c1	-10	-5	-3	-7	-1	5	-4	-35	8	27	3
CCOc1ccc(-n2c(=O)c3c(C)c(C)sc3n(CC(=O)NCc3ccco3)c2=O)cc1	-4	-7	1	4	-2	11	8	-15	39	-5	-1
COc1cccc(C(=O)N2CCOCC2)c1	3	-2	5	15	1	-13	-4	2	8	-25	6
CC(C)CC(=O)Nc1ccc2nn(-c3ccccc3)nc2c1	-24	-6	-2	-306	-4	-2	-2	-101	-393	-67	-102
O=C(CSc1nc2ccccc2o1)Nc1nc(-c2ccccc2)cs1	-7	-6	-2	-36	0	4	4	9	-102	-18	-29
O=C1C2CCCN2C(c2ccc(Br)cc2)N1c1ccc(F)cc1 (stereo not drawn)	8	-3	-4	8	.	-1	-26	-13	-5	0	0
Cc1ccc(P(C)(=O)c2ccc(C)cc2)cc1	-19	-5	1	6	-2	3	2	16	10	-6	-3
O=C(CN1CCN(C(=O)c2cc(C3CC3)nn2-c2ccccc2)CC1)Nc1ccc(F)cc1	-1	-5	.	20	3	-7	-20	-6	18	13	.
O=C1NC2=C(C(=O)CCC2)C(c2ccccc2)N1 (stereo not drawn)	-11	-4	5	10	-4	-10	-3	-15	-3	5	8
COc1ccc(NC(=O)c2ccc(-n3cncn3)c([N+](=O)[O-])c2)cc1OC	5	-3	3	-19	21	-13	15	-11	-22	-20	11
CCOC(=O)c1cc(C#N)c(Oc2ccc(F)cc2)nc1-c1ccccc1	18	.	-2	30	3	7	-3	-11	26	16	-11
CCN(C(=O)CSc1ncnc2c1cnn2-c1ccccc1)C1CCS(=O)(=O)C1 (stereo not drawn)	13	-6	4	-16	-9	0	-1	6	-26	-28	-6
O=C(c1cc(-c2ccccc2Cl)nc2ccccc12)N1CCN(c2ccccc2O)CC1	2	-6	-1	-9	-15	-18	-2	-13	4	18	-7
O=C(Nc1ccc(N2CCOCC2)cc1)C1CC1	-11	.	0	-11	5	13	8	-15	-17	-2	-9
O=c1cc(O)c2sc3nc(-c4ccccc4)cc(C(F)(F)F)c3c2[nH]1	-9	-7	-2	-6	-3	-3	9	5	-9	20	20
C#CCn1ccc(O)c(Cc2ccccc2)c1=O	3	-6	0	8	4	-1	0	-3	10	-13	-18
COc1ccc(N2CCN(C(=O)c3ccc(CS(=O)(=O)c4ccccc4C)o3)CC2)cc1	-10	2	4	22	.	19	3	0	2	9	.
CCCc1cc(Nc2ccccc2OCC)n2ncnc2n1	-22	-7	0	17	6	.	5	9	11	-7	4
COc1ccc(C(=O)Nc2ccccc2C(=O)NCc2cccnc2)cc1OC	8	.	2	2	-3	4	0	-17	14	-3	1
Cc1ccc(S(=O)(=O)c2nnn3c2nc(N2CCOCC2)c2ccccc23)cc1	-13	-3	10	11	-16	1	-2	0	20	4	3
COc1ccc(NC(=O)C2(C)CCN2CC2CCCCC2)cc1OC (stereo not drawn)	-10	-5	.	-1	11	1	13	25	-2	2	.
CC1CCN(c2ccc3nnc(CCC(=O)NCc4ccco4)n3n2)CC1	2	-13	0	10	-2	0	1	-7	-2	-11	-4
CCc1nnc(NC(=O)Nc2ccc(Cl)cc2)s1	13	-5	0	-87	6	13	-9	-21	-88	-31	-46
Cc1oc(-c2nc3ccccc3n2C)cc1C(=O)c1ccccc1	0	-5	-3	-27	-1	-3	-43	-155	-53	-55	17
Cc1n[nH]c(C)c1S(=O)(=O)N1CCc2ccccc21	-3	-5	3	7	-4	-4	-3	-2	13	-2	18
COc1cc(NC(=O)c2ccc(OC)c([N+](=O)[O-])c2)ccc1NC(=O)c1cccs1	-1	-3	1	-19	-3	-7	5	-9	-9	-11	-9
On1nnc2ccc3ccccc3c21	16	-5	0	17	-6	-1	0	-7	11	4	3
COc1cccc(CC(=O)OC(C)C(=O)NCc2ccc3c(c2)OCO3)c1 (stereo not drawn)	5	-6	2	9	0	12	6	-4	5	4	-8
CC(C)c1[nH]nc2c1C(c1cccs1)C(C#N)=C(N)O2 (stereo not drawn)	19	-5	0	35	4	22	-7	3	15	4	22
Clc1ccc(-c2nnc3n2CCCC3)cc1	-2	-5	1	8	3	-3	5	-12	1	9	12
O=C(NCc1ccccc1)c1ccc2nc(-c3ccco3)c(-c3ccco3)nc2c1	-5	-5	6	9	-1	.	8	-16	12	19	9
CCCCN(C(=O)c1cc2c(s1)CCC2)c1c(N)n(CCCC)c(=O)[nH]c1=O	10	-5	-1	5	-3	1	-6	0	18	-23	0

An excerpt of the results above:
SMILES	CF NFkB block	CaV13 ICDI inh	NR2E3 ag-1	HIF-2a inh	PDI turbidity	Vif imaging	KKLEB tox	NR2E3 ag-2	Peg3 promoter	Shn3 inh set2	TRPM1 prom inh
Cc1n[nH]c(C)c1S(=O)(=O)N1CCc2ccccc21	-3	-5	3	7	-4	-4	-3	-2	13	-2	18
COc1cc(NC(=O)c2ccc(OC)c([N+](=O)[O-])c2)ccc1NC(=O)c1cccs1	-1	-3	1	-19	-3	-7	5	-9	-9	-11	-9

The listing continues:
SMILES	CF NFkB block	CaV13 ICDI inh	NR2E3 ag-1	HIF-2a inh	PDI turbidity	Vif imaging	KKLEB tox	NR2E3 ag-2	Peg3 promoter	Shn3 inh set2	TRPM1 prom inh
CO/N=C(\c1nonc1N)N1CCN(c2ccc([N+](=O)[O-])cc2Cl)CC1	-6	.	2	-12	2	5	-7	-12	-1	14	11
CCOC(=O)c1c[nH]c2c(Cl)ccc(Cl)c2c1=O	-12	-3	1	-31	-38	.	2	-21	-15	8	-1
NS(=O)(=O)c1ccc(NNC(=O)c2ccc(F)cc2F)cc1	9	-5	6	14	-26	.	0	18	8	-3	-10
CCCCCCCCCCCCN1[C@@H](CC(=O)OC)c2cc(F)cc(F)c2S1(=O)=O	26	-6	3	16	-1	.	-11	-7	9	70	1
Cn1ccc2c(-c3cccnc3)cc3c(c21)C1CCC3C1 (stereo not drawn)	-3	-10	.	7	.	.	3	19	-4	-16	.
CCOc1ccc(-c2cc(C(=O)NN=C3CCN(C)CC3)[nH]n2)cc1	0	3	-1	-6	-2	.	-10	-87	-24	-19	4
Cc1ccc(NC(=O)CSc2nnc(COc3ccccc3F)n2N)cc1S(=O)(=O)N1CCOCC1	10	-4	.	5	2	9	-6	3	2	5	13
O=C(O)c1c(C(=O)N2N=C3/C(=C/c4ccccc4)CCCC3C2c2ccccc2)cccc1[N+](=O)[O-] (stereo not drawn)	-9	1	3	-4	-2	3	1	-38	4	-4	20

Not a hit list. Share with any hit: about 3.3%.
